Screens from PubChem.
D2 PAM = D2 dopamine receptor (human) potentiation | potentiation, % at 10 µM | 0.34% of 340,000 active | HEK293 T-REx D2, calcium flux, EC20 dopamine potentiation | P14416;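 active = potentiation over 3 SD above the plate norm, cut at about 30% in these data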; also: 0% is about no effect
Target sequence (P14416 whole entry, looked up): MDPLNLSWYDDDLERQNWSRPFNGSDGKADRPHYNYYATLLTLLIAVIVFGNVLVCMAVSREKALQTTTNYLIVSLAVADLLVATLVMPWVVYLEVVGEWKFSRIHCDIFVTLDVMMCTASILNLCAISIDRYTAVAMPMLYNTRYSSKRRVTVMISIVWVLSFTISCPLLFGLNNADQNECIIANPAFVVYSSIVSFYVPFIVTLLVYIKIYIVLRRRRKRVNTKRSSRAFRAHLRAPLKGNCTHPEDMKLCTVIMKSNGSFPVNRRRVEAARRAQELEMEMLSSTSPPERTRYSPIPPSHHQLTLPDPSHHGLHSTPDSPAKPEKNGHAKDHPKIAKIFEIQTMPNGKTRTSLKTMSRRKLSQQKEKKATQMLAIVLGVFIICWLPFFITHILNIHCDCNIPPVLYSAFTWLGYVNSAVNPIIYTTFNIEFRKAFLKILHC
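Calcium flux readout, no-wash dye, 1 read/s. Inducible HEK293 Trex D2 line, overnight 30 C. Compound alone 180 s (agonist flags), then EC20 dopamine, another 180 s to score potentiation.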
D1 potentiator = potentiators of human D1 dopamine receptor. HEK293 TREx D1 cells, calcium flux, dopamine EC20 potentiation. potentiation, % at 10 µM. 0.036% of 360,000 active; in the data active = potentiation above about 30%; also: 0% is about no effect
Glioma ERSR ind = induces the endoplasmic reticulum stress response in human glioma cells; U87-MG GRP78 promoter luciferase reporter, 16 h; Potency, µM, inactives show top-dose activation, hits mostly activators; 0.02% of 420,000 active; also: potency is read from the fitted curve at half-maximal effect; series mostly up to about 76 µM; % of control where 0% means no effect; nearly all actives have a fitted effect of over 35% in size
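ERSR induction read as luciferase luminescence (Bright-Glo, 10 min at room temperature) in stably transfected human U87-MG glioma cells exposed to compounds for 16 h, using GRP78 as sensor.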
D1 antagonist = blocks dopamine activation of the human D1 receptor | P21728 | HEK293 TREx D1 cells, calcium flux, dopamine EC80; hits give low values | activity change, negative = inhibition, % at 10 µM | 3.2% of 360,000 active; in the data active = activity change below about -30%; also: % is scaled to controls: 0 for no effect and ±100 for the full control effect
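After overnight tetracycline induction at 30 C, force-coupled D1 HEK293 cells took up a no-wash calcium dye at room temperature. Compounds were added and monitored 180 s, and the response to EC80 dopamine was then recorded.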
RXFP1 agonist = agonists of human relaxin receptor RXFP1. Q9HBX9. HEK293T-RXFP1 cAMP TR-FRET, 30 min; response scale: percent of porcine relaxin response, buffer zero. Potency, µM (highest dose often 57.5 µM), inactives show at the highest dose activation, usual class: activators. 0.3% of 370,000 active. AID 2676; also: potency is read from the fitted curve at half-maximal effect; % is scaled to controls: 0 for no effect and ±100 for the full control effect; nearly all actives have a fitted effect of over 60% in size; many of its hits are not listed in these tables
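HEK293T cells stably expressing RXFP1 were pretreated with the PDE4 inhibitor Ro 20174, exposed to compounds for 30 min at 37C, lysed, and cAMP was read by TR-FRET. Data normalized to buffer (basal) and 29 nM porcine relaxin (100%).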
Vif-APOBEC3G blk = blocks the Vif interaction with human APOBEC3G. Q9HC16. 0.076% of 410,000 active. AID 602310. Potency, µM (top dose mostly 46.1 µM), for inactives: at the highest dose activity, negative = active, hits mostly inhibitors. HeLa A3G-eYFP + Vif (tagged APOBEC3G with the HIV-1 protein that degrades it), YFP fluorescence, overnight;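 also: potency is read from the fitted curve at half-maximal effect; % is scaled to controls: 0 for no effect and ±100 for the full control effect; nearly all actives have a fitted effect of over 60% in size; hits raise eYFP signal because A3G escapes Vif-driven loss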
Target sequence (Q9HC16 whole entry, looked up): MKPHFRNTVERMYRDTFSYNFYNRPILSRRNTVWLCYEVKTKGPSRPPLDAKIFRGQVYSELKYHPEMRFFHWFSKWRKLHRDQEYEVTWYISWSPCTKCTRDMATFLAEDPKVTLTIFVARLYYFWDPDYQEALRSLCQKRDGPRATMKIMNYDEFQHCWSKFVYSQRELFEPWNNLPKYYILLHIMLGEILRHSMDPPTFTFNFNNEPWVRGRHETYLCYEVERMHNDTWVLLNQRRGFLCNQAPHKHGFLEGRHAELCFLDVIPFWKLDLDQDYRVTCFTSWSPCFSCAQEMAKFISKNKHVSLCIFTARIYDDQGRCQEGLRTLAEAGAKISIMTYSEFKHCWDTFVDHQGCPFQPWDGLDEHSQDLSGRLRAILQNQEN
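Read-out is eYFP fluorescence (Ex 488/Em 500-530) from Vif-expressing HeLa A3G-eYFP cells; more signal means A3G escaped Vif-mediated degradation. Cells plated overnight, compound pinned in, incubated overnight at 37 deg C.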
RXFP1 antagonist = RXFP1 (human) relaxin receptor antagonism; Q9HBX9; HEK293-RXFP1, relaxin-stimulated cAMP HTRF, 30 min; hits give low values; activity change, negative = inhibition, % at 57.5 µM; 0.59% of 350,000 active; AID 1259400;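 active = activity change of -60% or lower, but not beyond a set lower limit; inconclusive = change between -60% and -40%, or beyond the set limit; inactive = change above -40%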; also: % is scaled to controls: 0 for no effect and ±100 for the full control effect
Vif-A3F inh = inhibitors of Vif-A3F interaction; AID 602313; HeLa A3F-eYFP + Vif (tagged APOBEC3F with the HIV-1 protein that degrades it), YFP fluorescence increase; Potency, µM (titrated, usually from 46.1 µM), without a hit: at the highest dose activity, negative = active; 0.2% of 390,000 active; also: potency is read from the fitted curve at half-maximal effect; % of control where 0% means no effect; nearly all actives have a fitted effect of over 65% in size
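Fluorescence increase (Ex 488/Em 500-530) after overnight compound treatment at 37 deg C flags inhibition of Vif-driven A3F-eYFP loss in stable HeLa A3F-eYFP/Vif cells seeded overnight beforehand.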
D1 agonist = agonists of human D1 dopamine receptor; 1% of 360,000 active; P21728; activation, % at 2 µM; AID 504660; HEK293 T-REx D1 cells, calcium flux, agonist mode; in the data active = activation above about 30%; also: 0% is about no effect
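Agonism was scored from calcium flux recorded over 180 s (1 read/s) after pintool compound addition, following a 10-cycle baseline. Cells were inducible force-coupled HEK293 TREx D1, plated overnight at 30 C and loaded with no-wash calcium dye.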
An asterisk follows results filed as active; ? = inconclusive; · = not tested or not shown; & = joins results of further samples. Unless noted, calls follow the shape of the dose curve; as a rule, active = well fitted curve in the direction sought with a large enough effect; inconclusive = small, poorly fitted or top-dose-only effect, or another doubt; inactive = no such curve, though single readings can be large; an effect the other way counts as inactive or inconclusive. The list is partial (hit frequency here may not be typical).

canonical_smiles,D2 PAM,D1 potentiator,Glioma ERSR ind,D1 antagonist,RXFP1 agonist,Vif-APOBEC3G blk,RXFP1 antagonist,Vif-A3F inh,D1 agonist
O=C(NCCc1ccccc1)c1ccc(Cl)cc1[N+](=O)[O-],8,-9,1%,-29,5.1%,-1%,-5,0%,0
O=C(NC1=NCCS1)C1CC(=O)N(c2ccc(Cl)cc2)C1 (centres undefined),-3,3,-5%,-4,-1.9%,-5%,-4,-2%,1
O=S(=O)(Cc1ccccc1)Cc1cnc(Cl)s1,13,-3,-2%,·,-2.3%,0%,-9,20%,0
Cc1cccc(N2CCN(C(=O)COCc3cc(-c4ccc5c(c4)OCO5)on3)CC2)c1C,-5&4,-3&-1,-3%&-2%,4&-6,1.1%&3.7%,-11%&2%,-17&-26,0%&1%,15&0
COc1ccc(CN(C(=O)Cn2nnc3ccccc32)C(C(=O)NC(C)(C)C)c2ccco2)cc1 (centres undefined),7,0,-4%,-16,1.5%,4%,7,-1%,0
CC(=O)CC1(O)C(=O)N(CN2CCN(c3ccccc3)CC2)c2ccccc21 (centres undefined),-9,0,-3%,-10,-2.1%,1%,21,4%,4
O=C(Cn1cc(S(=O)(=O)Cc2ccc(F)cc2)c2ccccc21)NCCc1ccccc1,-6,-3,-2%,-13,1.1%,4%,-16,0%,2
COC(=O)c1c(C)oc(C)c1S(=O)(=O)NCc1ccc(Cl)cc1,-10,-9,-1%,-7,1.4%,2%,-5,0%,0
COCC(C)Nc1ncnc2c1cnn2-c1ccc(C)c(C)c1 (centres undefined),5,-2,0%,-26,1.7%,-2%,-12,1%,-3
COc1ccccc1/C=C/C=N/NC(=O)c1cnccn1,4,-7,1%,-4,-0.1%,0%,-23,-11%,1
Cc1ccc(Sc2ncccc2COC(=O)NC(C)C)cc1,-4,-4,4%,2,-2.0%,1%,-7,-5%,2
CCSc1ccccc1C(=O)N1CCC2(CC1)CC(=O)c1ccccc1O2,2,-6,-3%,-11,2.0%,-7%,6,-26%,7
O=C(Nc1cccc(C(=O)O)c1)/C(=C\c1cccc([N+](=O)[O-])c1)NC(=O)c1ccc(Br)cc1,·,·,-6%,·,·,-3%,0,0%,·
Nc1nc(SCC(=O)O)[nH]c(=O)c1NC(=O)c1ccco1,0,1,3%,-6,-0.6%,6%,-2,4%,1
Cc1ccc(CNC(=O)C2CC(c3cccc(F)c3)=NO2)cc1 (centres undefined),5,-2,1%,-2,4.1%,-9%,·,1%,13
CCOC(=O)C1=C(N)OC2=C(C(=O)CCC2)C1c1ccccc1OC (centres undefined),3,-4,-5%,-2,-0.5%,1%,5,6%,2
CCC1(CC)N([O-])C(C)=C(c2ccccc2)[N+]1=O,11,-1,-4%,2,2.0%,1%,-1,-1%,2
C=C(C)Cn1c(N2CCC(Cc3ccccc3)CC2)nc2c1c(=O)[nH]c(=O)n2C,-2,-3,-2%,38,0.5%,0%,-24,7%,1
Cn1c(CCNC(=O)c2ccc(Cl)cc2)n[nH]c1=S,-2,9,4%,-2,0.3%,-2%,-3,-8%,0
COc1ccc2c(=O)c3c(=O)n(Cc4ccco4)c(-c4ccco4)nc3oc2c1,9,-2,2%,·,5.7%,-15%,18,-14%,0
COC(=O)c1cn(-c2ccccc2)nc1-c1ccc(OC)c(OC)c1,-9,-5,-3%,7,-1.3%,-4%,0,0%,2
CN1C(=S)SC(N(O)C(=O)NC2CCCCC2)C1(C)C (centres undefined),2,-5,-5%,-12,-0.5%,1%,2,-1%,1
COc1cccc(Nc2nc3ccccc3nc2NS(=O)(=O)c2ccc(NC(C)=O)cc2)c1,-5,-7,6%,6,5.6%,-6%,-24,12%,4
CCC(=O)Nc1ccc(NC(=O)CSc2nnnn2C2CCCC2)cc1C,7,-5,0%,17,-0.1%,7%,-12,-1%,2
CC(=O)N1C(C(=O)O)Cc2c([nH]c3ccccc23)C1(C)C (centres undefined),10,-3,-2%,12,-2.7%,4%,6,2%,2
O=C(CCCc1ccccc1)NCCc1ccccc1,8,5,5%,15,0.0%,2%,7,7%,-1
C[C@H](NC(=O)c1nc[nH]c1C(=O)N[C@@H](CCCCNC(=O)OC(C)(C)C)C(=O)OC(C)(C)C)c1ccccc1,-8,-3,-2%,23,0.0%,-6%,·,-1%,9
CCC(C)NC(=O)CCc1nc2ccccc2n1-c1ccccc1 (centres undefined),10,-4,-6%,-8,2.2%,1%,-12,0%,2
Clc1ccc2c(c1)-c1c(cnc3cc(-c4ccccc4)nn13)CO2,·,-4,-1%,-9,?,-3%,·,-4%,0
COc1cccc(NC(=O)C2CCN(S(=O)(=O)c3ccc4c(c3)C(C)(C)C(=O)N4C)CC2)c1,·,-2,-2%,-20,-0.8%,-2%,·,0%,0
Nc1ncnc2c1ncn2Cc1ccccc1,1,-11,-1%,2,12%,-2%,-11,-15%,1
COc1ccc(S(=O)(=O)N2CCCC(C(=O)NCCCn3ccnc3)C2)cc1OC (centres undefined),1,·,-4%,9,-1.3%,-5%,-6,4%,4
CCC(=O)NCCc1nc2cc(NC(=O)c3ccccc3Cl)ccc2n1C,-8,-7,0%,-17,0.9%,3%,6,0%,2
O=C(CC1COc2ccccc2O1)NCc1ccccc1 (centres undefined),-6,0,-1%,0,1.6%,-1%,7,0%,0
COc1ccc(Cl)cc1C(=O)NNC(=O)c1cccnc1,0,5,-1%,-5,0.3%,-1%,9,-7%,1
CC1CCc2c(C(=O)Nc3nccs3)csc2C1 (centres undefined),-7,4,7%,6,-2.3%,-5%,-2,-7%,2
CN(C(=O)CCN1C(=O)S/C(=C\c2ccccc2)C1=O)C1CCS(=O)(=O)C1 (centres undefined),-5,-7,-5%,-7,-2.9%,4%,10,2%,11
Cc1ccc(CNC(=O)c2ccc(Cl)cc2[N+](=O)[O-])cc1,-4,0,0%,-11,0.7%,0%,13,2%,1
CCN(CC)CCNC(=O)c1[nH]c2ccccc2c1Sc1ccc(Cl)cc1,-12,0,-3%,13,27%,2%,-33,-12%,0
C=CCNC(=O)C1CCC(=O)N1S(=O)(=O)c1ccc(C)cc1 (centres undefined),3,-8,-6%,1,2.1%,1%,9,-9%,0
Cc1cc(=O)[nH]c2nnc(SCc3c(F)cccc3Cl)n12,15,2,-3%,·,-0.2%,8%,2,1%,-1
CC(C)OCCCn1c(=NC(=O)c2cccs2)c(C#N)cc2c(=O)n3ccccc3nc21,-2,6,-1%,11,2.4%,-1%,-9,-8%,0
CCc1ccc(NS(=O)(=O)c2ccc3[nH]cc(C(=O)NCCc4ccccc4)c(=O)c3c2)cc1,-6,2,0%,9,0.1%,-3%,1,-2%,0
COCCn1cc(C(=O)NCCCOC(C)C)c2c3ccccc3n(C)c2c1=O,-9&-8,-3&0,-1%&-4%,22&-20,-0.5%&1.5%,0%&-1%,-8&9,-2%&-17%,0&-4
CNS(=O)(=O)c1ccc2c(c1)[nH]c(=S)n2C,·,·,3%,·,·,-6%,-18,0%,·
CC(=O)c1cccc(NC(=O)C(C)OC(=O)c2cc(=O)[nH]c3ccccc23)c1 (centres undefined),0,-6,-1%,-2,0.0%,-3%,-1,-3%,0
CCc1ccc2nc(-c3cccc(C)c3)nc(SCC(=O)NCC3CCCO3)c2c1 (centres undefined),·,4,-1%,5,3.1%,1%,1,-4%,-1
C[C@@H]1CN([C@@H](C)CO)C(=O)c2cc(Br)cnc2O[C@H]1CN(C)C(=O)c1ccc2c(c1)OCO2,·,·,-5%,·,·,-3%,-1,0%,·
Cc1cccc(C)c1N1CC(c2nc3ccccc3n2CC(=O)OC(C)C)CC1=O (centres undefined),-4,-3,1%,-12,-2.6%,0%,·,3%,4
O=S(=O)(c1ccc(Br)cc1)c1nnn2c1nc(NCc1ccc3c(c1)OCO3)c1sccc12,4,-1,-4%,-16,6.1%,-5%,-9,0%,3
CC(C)N(CC#CCC(O)(c1ccccc1)C1CCCC1)CCO (centres undefined),13,-4,-3%,2,0.1%,3%,-5,-2%,9
CCCCn1c(N)c(N(CC(C)C)C(=O)C2=NN(c3cc(C)ccc3C)C(=O)CC2)c(=O)[nH]c1=O,5,0,-1%,-7,-3.0%,0%,-19,-22%,4
Cc1ccc(S(=O)(=O)Nc2ccccc2CNc2ccc(Br)cn2)cc1,-10,2,-3%,-4,0.7%,-8%,7,0%,2
O=P(c1ccccc1)(c1ccccc1)C(O)c1ccccn1 (centres undefined),-4,-2,4%,5,-1.5%,0%,0,-8%,1
CC(=O)Oc1ccc(/C=C/c2nc3ccccc3c(=O)o2)cc1,-2,2,-6%,-9,-1.0%,0%,-24,-1%,5
O=C(CSc1ncn[nH]1)Nc1ccc(S(=O)(=O)Nc2ncccn2)cc1,-3,0,-5%,-3,0.8%,1%,-2,0%,-1
CSc1ccc(Cl)c(C(=O)OCC(=O)Nc2ccccc2OC(F)F)c1,-3,-1,-5%,20,3.7%,1%,·,4%,4
Cc1cc(C(=O)O)ccc1[N+](=O)[O-],·,-1,0%,·,1.0%,0%,·,-2%,-2
COc1ccc(N(C)S(=O)(=O)c2ccc(Cl)c(C(=O)NCC(C)(C)N3CCOCC3)c2)cc1,-1,-2,-3%,-20,-2.2%,0%,-8,1%,4
CCC1(c2ccccc2)NC(=O)N(CC(=O)Nc2ccccc2C(=O)N2CCCCC2)C1=O (centres undefined),21,-6,-4%,21,-0.4%,0%,-11,9%,2

More records follow:
canonical_smiles,D2 PAM,D1 potentiator,Glioma ERSR ind,D1 antagonist,RXFP1 agonist,Vif-APOBEC3G blk,RXFP1 antagonist,Vif-A3F inh,D1 agonist
Cc1nc(SCC(=O)NC(C)(C#N)C2CC2)c2c(-c3cccs3)csc2n1 (centres undefined),0,0,0%,3,0.5%,1%,-5,-9%,2
CCOC(=O)N1CCN(c2c(Nc3ccc4c(c3)OCCO4)c(=O)c2=O)CC1,12,·,-1%,-4,-2.1%,1%,·,2%,2
COc1ccc(C2=NOC(C(=O)NCc3ccccn3)C2)cc1OC (centres undefined),10,3,-5%,2,-0.4%,0%,-1,2%,3
CCOc1ccccc1/C=C(/NC(=O)c1ccccc1)C(=O)NC(C)c1ccccc1 (centres undefined),7,-11,-4%,2,0.5%,0%,-12,-10%,3
